Screening results from PubChem.
GALK inhibitor = blocks human galactokinase activity | 270,000 tested, 0.007% active | Potency, µM (top dose mostly 57.5 µM), for the others: top-dose activity change, negative = inhibition, hits mostly inhibitors | AID 1868 | Purified GALK, Kinase-Glo residual ATP luminescence; also: potency is read from the fitted curve at half-maximal effect
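Kinase-Glo Plus luminescence measured ATP left after a 1 h room-temperature reaction. The reaction used 5 nM GALK, 100 uM galactose and 35 uM ATP at pH 8.0 (20 mM HEPES, 5 mM MgCl2, 60 mM NaCl, 1 mM DTT, 0.01% BSA).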
KCNH2 3.1 block = blocks the human KCNH2 3.1 channel isoform. activity change, % (tested at about 1.8 µM). 340,000 tested, 0.95% active. U2OS KCNH2 3.1, thallium flux FluxOr; stronger effect = lower value;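 active = maximum activity change below -70%; inconclusive = maximum activity change from -70% to -50%; inactive = maximum activity change above -50%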;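 also: thallium influx rate constant from kinetic fluorescence after stimulation buffer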
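Channel expression came from 3.1 mutant virus (1.77 x 10^8 /mL) applied to suspended U2OS cells for 4 h. Flux was tracked with FluxOr dye plus Red40 quencher, and kinetic rate constants normalized to controls.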
PKM2 act = increases activity of human pyruvate kinase M2; purified PKM2, Kinase-Glo ATP luminescence, activation; response scale: 0% is enzyme alone, no compound; Potency, µM (titrated, usually from 57.5 µM), without a hit: at the highest dose activation, usual class: activators; P14618; 260,000 tested, 0.34% active; also: potency is read from the fitted curve at half-maximal effect; nearly all actives have a fitted effect of over 55% in size
Target sequence (P14618 whole entry, looked up): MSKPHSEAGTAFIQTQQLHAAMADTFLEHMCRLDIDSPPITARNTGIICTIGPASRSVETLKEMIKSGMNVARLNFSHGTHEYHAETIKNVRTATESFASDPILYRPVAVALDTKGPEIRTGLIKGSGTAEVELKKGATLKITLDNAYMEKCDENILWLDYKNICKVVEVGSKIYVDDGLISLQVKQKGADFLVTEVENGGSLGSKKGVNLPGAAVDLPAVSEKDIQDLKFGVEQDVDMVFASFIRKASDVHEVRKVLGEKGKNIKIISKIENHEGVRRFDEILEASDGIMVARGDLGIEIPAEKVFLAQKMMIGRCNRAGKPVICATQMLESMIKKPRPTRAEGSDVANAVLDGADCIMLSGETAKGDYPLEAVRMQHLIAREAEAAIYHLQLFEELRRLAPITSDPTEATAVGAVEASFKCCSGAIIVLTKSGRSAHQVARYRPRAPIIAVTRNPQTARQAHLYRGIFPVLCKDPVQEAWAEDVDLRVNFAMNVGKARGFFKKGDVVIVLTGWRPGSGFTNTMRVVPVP
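Kinase-Glo luminescence reports ATP generated from ADP (0.1 mM) and PEP (0.5 mM) by purified hPK-M2 after 1 h at room temperature, pH 7.2 imidazole buffer; intermediate enzyme activity allows detecting inhibitors and activators.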
B2AR arrestin = agonists driving beta-arrestin recruitment to human beta2-adrenergic receptor | beta-arrestin recruitment to beta2AR, cell-based reporter | Potency, µM (titrated, usually from 46.1 µM), for inactives: at the top dose activation, actives largely listed as activators | 330,000 tested, 0.02% active;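 also: potency is read from the fitted curve at half-maximal effect; 0% = DMSO controls and full agonism = EC100 isoproterenol or metaproterenol; nearly all actives have a fitted effect of over 65% in size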
BCR signal inh = chronic active BCR signaling inhibition; ABC-DLBCL IkBa-CBG/CBR reporter, luminescence ratio, 4 h; AID 493014; 340,000 tested, 0.05% active; Potency, µM (doses to about 46.1 µM), for inactives: at the highest dose ratio change, negative = lower green/red ratio, usual class: inhibitors; active = well fitted inhibition curve with a large enough effect in the signal ratio, with a control signal flat, not every such curve was filed as active; inconclusive = small, poorly fitted or top-dose-only effect, or effect the other way, or a change in a side signal; the % refers to the signal ratio;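 also: potency is read from the fitted curve at half-maximal effect; plate controls were basal doxycycline-induced cells for no effect and cells given 10 µM MG132 for full effect; MG132 reads +100%, hits lower the ratio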
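Cell line TMD8 (human ABC DLBCL), stably expressing tet-inducible CBG68-IkBa fusion and CBR; IMDM/0.5% FBS; cpd up to 46 uM; dox induction, 4 h, 37C/5% CO2; dual luminescence; green/red ratio; MG132 control.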
Eya2 phos inh = inhibitors of human Eya2 phosphatase activity; 330,000 tested, 0.006% active; AID 488837; Potency, µM (series often up to 76.9 µM), for inactives: at the top dose activity, negative = inhibition, hits mostly inhibitors; recombinant Eya2, OMFP fluorescence dephosphorylation (OMFP is methylfluorescein phosphate); O00167; also: potency is read from the fitted curve at half-maximal effect
Target sequence (O00167 whole entry, looked up): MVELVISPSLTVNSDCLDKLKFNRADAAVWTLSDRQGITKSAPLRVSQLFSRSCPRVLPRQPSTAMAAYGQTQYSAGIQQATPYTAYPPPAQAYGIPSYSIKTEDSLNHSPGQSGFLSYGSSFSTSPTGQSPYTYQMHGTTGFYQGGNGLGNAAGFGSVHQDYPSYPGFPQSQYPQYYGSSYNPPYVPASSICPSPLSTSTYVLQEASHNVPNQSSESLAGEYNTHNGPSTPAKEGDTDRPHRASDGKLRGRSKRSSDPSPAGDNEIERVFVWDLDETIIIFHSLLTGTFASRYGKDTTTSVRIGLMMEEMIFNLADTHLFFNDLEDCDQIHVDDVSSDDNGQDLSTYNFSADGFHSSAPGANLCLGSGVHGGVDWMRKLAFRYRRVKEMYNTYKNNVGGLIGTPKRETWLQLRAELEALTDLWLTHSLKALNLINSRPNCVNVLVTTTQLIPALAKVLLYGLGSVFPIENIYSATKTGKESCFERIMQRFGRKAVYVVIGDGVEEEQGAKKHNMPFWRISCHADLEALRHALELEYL
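Eya2 protein (added as 0.2 uM solution) was preincubated with compound for 10 min at ambient temperature in 50 mM HEPES pH 7.5, 50 mM NaCl, 5 uM MgCl2, 0.05% BSA, 1 mM DTT. OMFP (added at 50 uM) then reacted 10 min; fluorescence read at 485/525 nm.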
USP2a inh = blocks human ubiquitin-specific protease USP2a; O75604; USP2 core, Ub-CHOP2 coupled fluorogenic reporter, 485/531; Potency, µM (top dose mostly 38.3 µM), for the others: top-dose activity change, negative = inhibition, usual class: inhibitors; 330,000 tested, 0.01% active;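 also: potency is read from the fitted curve at half-maximal effect; plate controls were DMSO wells for no effect and full inhibition by NEM control for full effect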
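Deubiquitinase activity read as fluorescence (485/531 nm) after Ub-CHOP2 cleavage activates the enterokinase reporter on its substrate; USP2 core 10nM, Ub-CHOP2 and substrate 25nM each, 30min compound preincubation then 60min RT; data normalized to NEM, curves fitted.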
hERG WT inh = blocks the wildtype human KCNH2 potassium channel. Q12809. U2OS, BacMam KCNH2, thallium flux FluxOr; stronger effect = lower value. activity change, % at 1.84 µM. 340,000 tested, 0.37% active;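 active = maximum activity change below -70%; inconclusive = maximum activity change between -70% and -50%; inactive = maximum activity change above -50%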
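U2OS cells were transduced with wild-type KCNH2 virus (2.03 x 10^8 / mL) for 4 h at room temperature, then cultured overnight at 37 C. Thallium flux was read with FluxOr dye. Rate constants were normalized to DMSO controls.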
Giardia killer = Giardia lamblia killing; Giardia lamblia trophozoite viability; activity change, % at 7.66 µM, hits read low; 340,000 tested, 0.15% active; AID 540267; in the data active = activity change below about -80%; inconclusive = between about -30% and that limit;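 also: parasites exposed to compound for two days anaerobically before the ATP read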
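Trophozoite viability was measured as ATP-dependent luminescence, read 15-30 min after reagent addition. Before that, parasites at 100 cells/well were exposed to compounds for 48 h, anaerobically, at 37 deg C.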
Coupling enz = inhibits coupling enzyme system, counter-screen for aldolase hits. coupling enzyme system counterscreen, AmpLite Red fluorescence. activity change, negative = inhibition, % at 58.2 µM, hits read low. 290,000 tested, 0.67% active. AID 2472; in the data active = activity change below about -30%
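Coupling enzymes only (glyceraldehyde-3-phosphate) + compound, at 57.5 uM final, 10 min RT; add substrate/coupling/AmpLite Red mix, 20 min RT; fluorescence ex 525/em 598 nm. Actives flag coupling-system interference.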
uPA surface inh = cell surface uPA generation inhibition. AID 540303. 330,000 tested, 0.31% active. Potency, µM (series often up to 38.3 µM), for the others: top-dose activity change, negative = inhibition, actives largely listed as inhibitors. cell surface uPA generation assay, qHTS; active = well fitted inhibition curve with a large enough effect; inconclusive = small, poorly fitted or top-dose-only effect; inactive = no such curve, though single readings can be large or run the other way; tested in mouse RAW 264.7 cells; also: potency is read from the fitted curve at half-maximal effect; nearly all actives have a fitted effect of over 55% in size
* hit, by the source's call; ? = inconclusive; · = no result given; & = joins results of further samples; [ ] = remark or other dose. Unless noted, calls follow the shape of the dose curve; as a rule, active = well fitted curve in the direction sought with a large enough effect; inconclusive = small, poorly fitted or top-dose-only effect, or another doubt; inactive = no such curve, though single readings can be large; an effect the other way counts as inactive or inconclusive. Unless noted, % is scaled to controls: 0 for no effect and ±100 for the full control effect. Hits appear at their usual frequency. Share with any hit: about 2.4%.

no.	Compound	USP2a inh	Coupling enz	Eya2 phos inh	Giardia killer	PKM2 act	B2AR arrestin	KCNH2 3.1 block	GALK inhibitor	uPA surface inh	BCR signal inh	hERG WT inh
1	CCC(C)(C)C1CCC2(CC1)NC(=O)N(CC(=O)N(C)CC(=O)Nc1ccccc1C(F)(F)F)C2=O (configuration not stated)	1.5%	·	-3.5%	-8.5	2.3%	-0.1%	·	-5.6%	-0.1%	?	-1.5
2	O=C(c1ccc([N+](=O)[O-])o1)N(Cc1nnc(-c2ccccc2Cl)o1)C1CC1	0.4%	·	0.6%	?	·	-0.1%	-6.4	·	?	-1.4%	21.9
3	CCOc1ccc(NC(=O)CN(C)C(=O)c2cc3c(s2)CCCCC3)cc1OCC	0.1%	·	-14.8%	-11.2	·	0.0%	4.5	·	7.9%	2.7%	-7.6
4	O=C(N/N=C/C1CCCCC1)c1ccccc1-n1cccc1	1.4%	·	6.0%	24.2	·	0.0%	11.4	·	0.6%	?	2.0
5	Cc1cccc(CNS(=O)(=O)c2csc(C(N)=O)c2)c1	3.8%	2.1	2.5%	-8.6	1.8%[0.46 µM]	0.1%	-4.9	0.5%	-6.7%	-1.3%	-3.1
6	COc1ccc(CCNC(=O)C2CCCN(Cc3nc(-c4cccc(Cl)c4)oc3C)C2)cc1OC (configuration not stated)	0.9%	4.1	-2.7%	6.7	-3.6%	-0.1%	8.6	-2.1%	-1.4%	5.1%	-0.1
7	O=C1Nc2ccc(Br)cc2C1(O)c1ccccc1 (configuration not stated)	1.4%	-1.8	-5.7%	-18.2	·	0.0%	25.7	-0.9%	-8.0%	-3.1%	0.1
8	Cc1ccccc1OCC(=O)OCC(=O)NCc1ccco1	1.8%	·	4.1%	0.8	·	-0.5%	2.5	·	9.3%	8.0%	-5.6
9	COc1ccc(SCCN2CCN(CC(C)C)CCC2=O)cc1	5.7%	1.7&6.2	-0.3%	-13.4&8.4	-0.9%	0.0%	-33.1	0.9%	?	0.8%	19.6
10	CCOC(=O)COn1c(=O)c(-c2ccc(OC)c(OC)c2)[n+]([O-])c2ccccc21	-2.9%	-7.1	-0.3%	·	-12.5%	0.2%	·	-3.6%	·	-13.6%	·
11	O=C(NCCCn1ccnc1)c1ccc(-c2cccc(C(F)(F)F)c2)o1	4.5%	·	3.6%	39.5[activator]	·	2.8%	-18.5	·	-17.4%	0.0%	29.9
12	CCS(=O)(=O)c1ccc2oc(Nc3ccc(C(C)(C)C)cc3)nc2c1	3.9%	1.7	-8.2%	-2.5	-1.9%	-0.2%	-3.0	2.2%	-6.3%	-4.1%	-7.5
13	Cc1cc(NC2C3CC4CC(C3)CC2C4)n2ncnc2n1 (configuration not stated)	-2.6%	-2.2	-0.5%	2.4	1.5%	-0.7%	0.8	0.7%	-9.7%	-2.7%	13.4
14	CC(=O)n1c(C=Nc2ccc(Cl)cc2)c(O)c2ccccc21	-0.3%	-5.4	?	2.0	15.6%	-0.3%	0.0	1.7%	0.6%	?	-8.5
15	COCCCNCCCOc1ccc(C(C)(C)c2ccccc2)cc1	3.0%	-1.0	8.7%	0.4	-7.2%	-2.5%	-2.7	-1.0%	-1.3%	-1.4%	4.1
16	O=C(CCc1nc2ccccc2c(=O)[nH]1)Nc1ccc(N2CCCCC2)cc1	0.1%	-6.2	-1.1%	-5.5	4.6%	-0.4%	-8.7	4.1%	0.9%	6.5%	14.9
17	COc1ccc(C2C(C#N)=C(N)N(c3cccnc3)C3=C2C(=O)CCC3)cc1Cn1cc([N+](=O)[O-])cn1 (configuration not stated)	-1.2%	-8.1	15.6%	1.4	2.7%	-0.8%	2.8	2.6%	-5.4%	3.9%	-5.6
18	COc1ccc(/C=C/c2noc(-c3ccccc3O)n2)cc1	1.3%	-0.9	-13.2%	3.1	-11.4%	0.1%	-1.5	·	1.8%	?	18.1
19	COc1cc(C(=O)NC(=S)N(CCC#N)Cc2cccnc2)cc(OC)c1OC	3.1%	·	-4.9%	0.8	·	-0.4%	-13.8	·	4.3%	2.7%	-18.2
20	COc1cccc(CNC(=O)C2CCN(S(=O)(=O)c3ccc4c(c3)OCCO4)CC2)c1	4.2%	·	5.2%	-2.6	11.2µM*	0.0%	-7.2	-5.1%	8.6%	-0.2%	-4.6
21	COc1cccc(NC(=S)NC2CC(C)(C)NC(C)(C)C2)c1	-1.4%	-0.9	-10.1%	21.9	0.0%	-0.3%	-7.6	-0.2%	3.4%	-4.5%	-0.1
22	O=C(CN(Cc1ccco1)Cc1ccco1)Nc1cc(S(=O)(=O)N2CCCCC2)ccc1Cl	-1.8%	·	-27.6%	?	·	-0.5%	-13.6	·	?	-0.5%	1.2
23	Cc1ccc(-c2nnc(-n3nnc4ccccc43)c3ccccc23)cc1	0.4%	0.0	15.1%	2.0	-8.9%	0.2%	-1.3	2.6%	-1.6%	1.4%	1.6
24	COC(=O)c1cc(NC(=O)c2c(Cl)cnn2C)cc(C(=O)OC)c1	-6.5%	0.3	-7.8%	-5.8	1.5%	0.3%	12.1	3.5%	-4.9%	-0.4%	-6.2
25	O=C(c1ccc(CNc2c(N3CCOCC3)c(=O)c2=O)cc1)N1CC=C(c2ccccc2)CC1	1.6%	3.1	-18.9%	8.8	-11.4%	-0.4%	8.0	2.0%	26.3%	0.2%	-0.2
26	CCCc1cc2c(OC(=O)CC)c(-c3ccc(C(=O)OCC)o3)c(=O)oc2cc1OC	-1.6%	4.6	8.4%	-27.8	5.8%	-0.9%	26.6	-2.3%	-0.5%	0.1%	-9.3
27	COc1ccc(C(=O)CSc2nnc(-c3ccco3)n2C)cc1	2.7%	0.1	16.9%	3.0	-1.5%	0.0%	-2.8	0.5%	-2.8%	-0.8%	2.5
28	Cc1ccc(-c2nn(-c3ccccc3)cc2C(=O)NC2CCC(O)CC2)cc1 (configuration not stated)	-1.2%	·	-2.7%	4.1	·	-0.4%	1.5	·	-2.0%	?	-0.1
29	N#CC12CCCCC1CC1CCCCC1(C#N)N2N (configuration not stated)	1.4%	0.1	9.4%	2.3	5.2%	-0.1%	5.5	-1.9%	-4.9%	0.3%	-1.5
30	O=C1Cc2ccccc2C(=O)N1Cc1cccc(Cl)c1	4.1%	-22.7	1.1%	15.6	·	0.2%	5.7	-3.0%	-0.6%	-0.7%	-25.0
31	Cc1nccn1CCCNC(=O)c1nc(Cn2cc([N+](=O)[O-])cn2)no1	-0.5%	-1.5	-6.6%	5.8	·	0.5%	-10.9	-0.8%	0.4%	?	39.0
32	CCN1CCN(Cc2cccc(Oc3ccc(Cl)cc3)c2)CC1	-3.8%	-0.4	-10.0%	1.3	6.2%	0.1%	-40.0	-0.1%	-16.0%	?	-10.3
33	CC(C)Sc1nc2ccc(Br)cc2[nH]1	3.4%	-4.4	2.2%	-13.2	3.5%	0.3%	4.8	-1.3%	-1.4%	?	5.3
34	Cc1cc(C)cc(N2C(N)=NC(N)=NC2c2ccccc2F)c1 (configuration not stated)	-9.1%	-4.0	1.4%	11.4	·	-0.3%	-5.2	0.8%	-1.0%	-0.2%	6.7
35	Cc1ccc(NC(=O)CCOc2ccccc2)cc1S(=O)(=O)Nc1ccccc1Cl	4.1%	2.8	-10.2%	-4.6	-1.9%	0.2%	-5.9	·	-3.4%	-2.5%	-2.2
36	COC(=O)CSc1nc(N)nc(C)c1Cl	3.1%	-4.0	-1.1%	13.8	-0.3%	0.4%	-13.1	6.2%	-2.4%	?	-0.3
37	CCCCOCC(O)CN1CCN(C(C)=O)CC1 (configuration not stated)	-0.7%	3.9	-1.1%	-10.1	3.0%	-0.4%	6.3	2.8%	5.3%	0.0%	-7.4
38	COc1ccc(CCN(C)CCCN2CC(c3ccccc3)CC2=O)cc1OC (configuration not stated)	0.9%	0.5	-10.0%	-1.0	-3.7%	0.0%	-88.2*	3.8%	2.2%	-0.2%	5.4
39	CCOC(=O)c1[nH]c2ccccc2c1NC(=S)Nc1cccc(C)c1	1.3%	0.8	0.3%	-8.2	-5.3%	0.2%	-2.0	·	-16.2%	?	-5.0
40	Fc1cccc(COc2ccccc2C(=S)N2CCCC2)c1	-0.2%	-10.7	-11.6%	7.8	-2.0%	0.0%	-4.7	0.1%	-5.9%	?	0.3
41	Cc1nnc(SCC(=O)c2ccc(C(C)C)cc2)s1	-0.2%	-1.8	1.1%	0.9	-4.3%	-0.4%	2.3	-1.0%	4.9%	0.9%	8.1
